RECQ1 helicase – qHTS Assay for Inhibitors of RecQ-Like Dna Helicase 1 (RECQ1) | ATP-dependent DNA helicase Q1 (Homo sapiens), P46063 | RECQ1 DNA unwinding, red fluorescence kinetic read | Potency, µM (series often up to 57.3 µM), for the others: at the highest dose activity, negative = inhibition, usual class: inhibitors | 0.54% of 240,000 active | AID 2549, 2010;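 note: plate controls were vehicle for no effect and no enzyme for full effect; nearly all actives have a fitted effect of over 30% in size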
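RECQ1T1 50 nM; forked duplex (20 bp + 30-nt ss tails) 200 nM, ATP 2 mM final; pH 8.0, 2 mM MgCl2, 2.5 ug/ml poly(dI-dC); 15 min compound preincubation; discontinuous kinetic read over 2 h at RT.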
Tau fibril FP – qHTS for Inhibitors of Tau Fibril Formation, Fluorescence Polarization; Microtubule-associated protein tau (Homo sapiens), P10636; K18 P301L tau heparin fibrillization, Alexa594 FP, 6 h; Potency, µM (series often up to 57.7 µM), inactives show at the top dose activity, negative = inhibition, most hits filed as inhibitors; 0.39% of 280,000 active; note: nearly all actives have a fitted effect of over 55% in size
Target sequence (P10636 561-689 P618L limits assumed): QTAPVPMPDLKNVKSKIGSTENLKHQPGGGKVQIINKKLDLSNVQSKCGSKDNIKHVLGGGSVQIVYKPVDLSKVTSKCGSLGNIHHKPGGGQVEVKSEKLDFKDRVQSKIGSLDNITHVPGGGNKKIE
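Quantitative HTS format: compounds meet 15 uM recombinant K18 P301L tau and Alexa 594-tau tracer in 100 mM sodium acetate pH 7; 20 uM heparin triggers fibrillization at 37 C over 6 hr; FP gives the signal.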
JMJD2E inh – qHTS Assay for Inhibitors of Human Jumonji Domain Containing 2E (JMJD2E); 1.6% of 230,000 active; Potency, µM (series often up to 57.1 µM), inactives show at the top dose activity change, negative = inhibition, hits mostly inhibitors; Lysine-specific demethylase 4E (Homo sapiens), B2RXH2; JMJD2E catalytic domain, FDH-coupled NADH fluorescence (FDH is formaldehyde dehydrogenase); active = well fitted inhibition curve with a large enough effect, not every such curve was filed as active; inconclusive = small, poorly fitted or top-dose-only effect, or another doubt; inactive = no such curve, though single readings can be large or run the other way;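 note: 0% = wells with enzyme and -100% = buffer wells without enzyme; nearly all actives have a fitted effect of over 50% in size; many of its hits are not listed in these tables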
GoLoco inh red – qHTS Assay for Inhibitors of RGS12 GoLoco Motif Activity (Red Fluorophore). Guanine nucleotide-binding protein G(i) subunit alpha-1 (Homo sapiens), P63096. Gai1:RGS12 GoLoco peptide FP, rhodamine, 10 min. Potency, µM (top dose mostly 61.6 µM), without a hit: at the top dose activity, negative = inhibition, usual class: inhibitors. 0.44% of 230,000 active; active = well fitted inhibition curve with a large enough effect, not every such curve was filed as active; inactive = no such curve, though single readings can be large or run the other way; note: nearly all actives have a fitted effect of over 30% in size; many of its hits are not listed in these tables
TR SRC2 fluor cs – Total Fluorescence Counterscreen for Inhibitors of the Interaction of Thyroid Hormone Receptor and Steroid Receptor Coregulator 2 | TRb/SRC2 Texas Red total fluorescence interference | AID 1479, 2009 | 0.29% of 280,000 active | Potency, µM (series often up to 106 µM), for the others: top-dose fluorescence change, negative = quenching; active = well fitted curve in either direction with a large enough effect; inconclusive = small, poorly fitted or top-dose-only effect
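Human TRβ ligand-binding domain (0.6 uM) and Texas Red SRC2 peptide (20 nM) in Tris buffer with 1 uM T3 and 5% DMSO were incubated with pinned compound for 5 hr at ambient temperature. Total fluorescence was computed as S + 2P (555/632 nm).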
L3MBTL1 inh – qHTS Assay for the Inhibitors of L3MBTL1 | Lethal(3)malignant brain tumor-like protein 1 (Homo sapiens), Q9Y468 | AlphaScreen L3MBTL1–H3K9me1 peptide binding | Potency, µM (highest dose often 57.1 µM), without a hit: top-dose activity, negative = inhibition, usual class: inhibitors | 0.66% of 230,000 active | AID 485360, 2010; note: nearly all actives have a fitted effect of over 60% in size
Target sequence (Q9Y468 whole entry, looked up): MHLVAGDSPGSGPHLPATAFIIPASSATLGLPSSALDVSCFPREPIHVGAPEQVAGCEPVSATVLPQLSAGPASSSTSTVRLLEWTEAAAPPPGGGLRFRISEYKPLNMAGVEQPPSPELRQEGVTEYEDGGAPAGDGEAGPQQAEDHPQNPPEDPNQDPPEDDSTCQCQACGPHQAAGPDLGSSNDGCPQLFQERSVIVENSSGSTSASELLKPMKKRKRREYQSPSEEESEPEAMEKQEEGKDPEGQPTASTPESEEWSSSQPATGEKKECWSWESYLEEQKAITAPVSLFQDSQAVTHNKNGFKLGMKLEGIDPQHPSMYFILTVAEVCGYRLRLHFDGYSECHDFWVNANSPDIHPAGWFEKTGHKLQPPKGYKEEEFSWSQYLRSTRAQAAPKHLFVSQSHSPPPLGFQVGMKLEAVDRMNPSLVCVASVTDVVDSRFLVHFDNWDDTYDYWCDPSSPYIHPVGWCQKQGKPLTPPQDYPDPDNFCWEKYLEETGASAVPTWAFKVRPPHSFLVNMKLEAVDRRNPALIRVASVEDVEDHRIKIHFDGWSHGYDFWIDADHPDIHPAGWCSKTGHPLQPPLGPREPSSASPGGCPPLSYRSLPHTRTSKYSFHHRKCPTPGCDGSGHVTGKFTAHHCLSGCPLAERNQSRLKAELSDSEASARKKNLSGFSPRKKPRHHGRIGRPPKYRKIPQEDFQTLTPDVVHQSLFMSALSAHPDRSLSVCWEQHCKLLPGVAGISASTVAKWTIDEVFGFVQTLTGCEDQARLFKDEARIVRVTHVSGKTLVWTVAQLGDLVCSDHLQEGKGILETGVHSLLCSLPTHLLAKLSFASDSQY
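Read-out is AlphaScreen signal from streptavidin donor and nickel chelate acceptor beads (10 ug/mL final each) bridging L3MBTL1 (50 nM) and biotinylated K9-monomethylated H3(1-15) peptide (75 nM), after 30 min compound exposure at room temperature.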
TRb-SRC2 inh – qHTS for Inhibitors of the Interaction of Thyroid Hormone Receptor and Steroid Receptor Coregulator 2 | Thyroid hormone receptor beta (Homo sapiens), P10828 | TRbeta-SRC2 peptide binding, fluorescence polarization; receptor liganded with 1 µM T3 | Potency, µM (doses to about 106 µM), without a hit: at the top dose activity change, negative = inhibition, usual class: inhibitors | 0.065% of 280,000 active;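 note: plate controls were bound peptide for no effect and peptide without receptor for full effect; nearly all actives have a fitted effect of over 50% in size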
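Human TRb LBD (0.6 uM) plus Texas Red-labeled SRC2 peptide (20 nM), 1uM T3, 5% DMSO, 5 hr at ambient temperature. Decreased polarization (555/632 nm) flags inhibition; data normalized to free and bound peptide controls.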
Tau ThT inhib – qHTS for Inhibitors of Tau Fibril Formation, Thioflavin T Binding; Microtubule-associated protein tau (Homo sapiens), P10636; recombinant tau K18 P301L (four-repeat tau fragment), heparin-induced fibrillization, ThT fluorescence; Potency, µM (series often up to 57.4 µM), for the others: top-dose activity, negative = inhibition, usual class: inhibitors; 2.1% of 270,000 active; note: nearly all actives have a fitted effect of over 55% in size
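Heparin-induced (20 uM) aggregation of recombinant human K18 P301L tau, 15 uM unlabeled with 0.24 uM labeled, pH 7 acetate buffer, 6 hr at 37 C with compound. Fibrils quantified by 30 uM ThT fluorescence after 1 hr ambient incubation.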
* hit, by the source's call; i = inactive; u = inconclusive; x = no result given; & = joins results of further samples; [ ] = another dose, or the depositor's remark. Unless noted, calls come from the whole dose curve; as a rule, active = well fitted curve in the direction sought with a large enough effect; inconclusive = small, poorly fitted or top-dose-only effect, or another doubt; inactive = no such curve, though single readings can be large; an effect the other way counts as inactive or inconclusive. Unless noted, % is set by controls: 0 for no effect and ±100 for the full control effect; potency is the fitted concentration of half-maximal effect. These rows are one share of the data, so the mix of outcomes need not match the whole.

nr	compound	RECQ1 helicase	Tau fibril FP	JMJD2E inh	GoLoco inh red	TR SRC2 fluor cs	L3MBTL1 inh	TRb-SRC2 inh	Tau ThT inhib
1	CC(=O)N1CCC(N2CCN(Cc3ccc(C)cc3)C(CCO)C2)CC1 (stereo unspecified)	i	-3%	-3%	-8%	-1%	0%	-1%	3%
2	O=c1[nH]c(S)c(/C=C2\C=Nc3ccccc32)s1	28%	u	2%	6%	-6%	-23%	0%	1.4µM*
3	Cc1nc2cc(C(=O)NCc3cccnc3)ccc2n1-c1ccc(F)cc1F	-4%	3%	-2%	53%[activator]	7%	x	-5%	-2%
4	O=C(c1ccc(S(=O)(=O)N2CCOCC2)cc1)N1CCCc2ccccc21	i	5%	0%	-6%	3%	3%	4%	-6%
5	O=C(COC(=O)c1ccc(S(=O)(=O)N2CCCC2)cc1)NCc1ccco1	-3%	-3%	-13%	10%	-1%	-28%	0%	-15%
6	CC1(C)OC(=O)N(c2ccccc2)C12C=Cc1cc(Br)ccc1O2 (stereo unspecified)	-3%	0%	11%	4%	-5%	x	0%	-7%
7	O=C(O)c1ccccc1Nc1ccccc1	-9%&2%&18%	8%&0%&4%&-17%	u	-17%&-4%&0%&-7%	-2%&-1%&-2%&-1%	4%	1%&-11%&-1%&11%	u
8	Cc1cc2nncn2c2ccccc12	i	6%	3%	4%	-10%	x	2%	11%
9	CN(C)c1nc(NCc2ccccc2)nc(N/N=C/c2cccc(Br)c2)n1	-5%	u	-1%	6%	1%	-27%	2%	u
10	COc1ccc(/C(CC2(O)C(=O)Nc3ccccc32)=N\O)cc1 (stereo unspecified)	-1%	5%	u	-3%	2%	3%	-16%	7%
11	COc1ccccc1C(c1nnnn1CC1CCCO1)N1CCN(c2ccccc2)CC1 (stereo unspecified)	-2%	13%	u	-13%	-6%	-6%	3%	-4%
12	Cc1ccnc(NC(=O)CCC2COc3ccccc3O2)c1 (stereo unspecified)	-16%	-1%	7%	5%	-4%	-1%	1%	-6%
13	CCN(CC)C(=O)Cn1c(=O)n(CCCCCC(=O)Nc2ccccc2)c(=O)c2sccc21	-18%	-7%&-13%	2%	-6%	2%&-5%	6%	-3%&-7%	-4%&0%
14	COc1ccccc1NC(=O)CSc1nc(N)c(-c2ccccc2)c(=O)[nH]1	-5%	0%	0%	-1%	0%	1%	6%	1%
15	CC12CN3CC(C)(CN(C1)C3c1ccc(Cl)cc1)C2 (stereo unspecified)	-13%	0%	-20%	9%	-3%	-4%	-5%	-2%
16	O=C(NCc1ccco1)c1cc2n(n1)C(C(F)(F)F)CC(c1ccc(Cl)c(Cl)c1)N2 (stereo unspecified)	-5%	-3%	11%	-7%	-4%	0%	4%	4%
17	CCOC(=O)Cc1nnc(Nc2ccc(C(=O)NC)cc2)c2ccccc12	1%	-5%	-5%	8%	-5%	-25%	-7%	-2%
18	CCN(CC)C(=O)CSc1nc2ccccc2c(=O)n1-c1cccc(OC)c1	15%	0%	2%	-10%	-1%	x	-9%	-14%
19	Cc1nc(C(=O)Nc2ccccc2Cl)cc2c1[nH]c1ccccc12	-7%	-11%	0%	11%	-2%	4%	5%	-13%
20	CCS(=O)(=O)Nc1ccc(NC(C)=O)cc1	i	-2%	2%	1%	1%	x	-23%	-9%
21	C/C(CC(=O)Nc1ccccn1)=N\NC(=O)c1cnccn1	1%	-8%	19%	8%	0%	2%	3%	u
22	Cn1c(-c2ccc(Cl)cc2)cnc1NCc1cc2c(cc1[N+](=O)[O-])OCO2	-1%	10%	u	2%	-1%	-17%	4%	u
23	COc1ccc(CC(=O)OCC(=O)Nc2ccc3c(c2)OCCO3)cc1OC	0%	6%	3%	10%	0%	11%	4%	2%
24	CCOC(=O)c1c(N)n[nH]c1-c1ccccc1	-1%	3%	-5%	6%	0%	x	2%	-6%
25	Cc1ccc(/C=N/N2CCN(C3c4ccccc4-c4ccccc43)CC2)o1	8%	-2%	-21%	1%	1%	-29%	2%	-25%

3 entries from above, sorted by heavy-atom count, lowest first.
nr	compound	RECQ1 helicase	Tau fibril FP	JMJD2E inh	GoLoco inh red	TR SRC2 fluor cs	L3MBTL1 inh	TRb-SRC2 inh	Tau ThT inhib
12	Cc1ccnc(NC(=O)CCC2COc3ccccc3O2)c1 (stereo unspecified)	-16%	-1%	7%	5%	-4%	-1%	1%	-6%
22	Cn1c(-c2ccc(Cl)cc2)cnc1NCc1cc2c(cc1[N+](=O)[O-])OCO2	-1%	10%	u	2%	-1%	-17%	4%	u
23	COc1ccc(CC(=O)OCC(=O)Nc2ccc3c(c2)OCCO3)cc1OC	0%	6%	3%	10%	0%	11%	4%	2%

The list continues.
nr	compound	RECQ1 helicase	Tau fibril FP	JMJD2E inh	GoLoco inh red	TR SRC2 fluor cs	L3MBTL1 inh	TRb-SRC2 inh	Tau ThT inhib
26	CCOC(=O)C(C)(C)Sc1nc2c(cnn2-c2ccc(C)cc2)c(=O)[nH]1	-4%	-5%	-1%	1%	-1%	9%	4%	-2%
27	CC(=O)N1c2ccc(S(=O)(=O)NCc3ccccc3Cl)cc2CC1C (stereo unspecified)	x	-5%	x	x	0%	x	3%	-5%
28	C=CCOC(=O)C1=C(C)Nc2[nH]c(=O)[nH]c(=O)c2C1c1ccccc1 (stereo unspecified)	i	-8%	-9%	1%	-2%	x	0%	-8%
29	Cc1[nH]c(C)c2c(=O)n(-c3ccccc3)ncc12	-11%	1%	-6%	16%	1%	x	-4%	-20%
30	O=C1CS/C(=C/C(=O)c2ccccc2)N1	-2%	4%	-7%	20%	-2%	1%	7%	-10%
31	Cc1cc(NC(=O)CSc2nc(-c3ccccc3)c(C#N)c(=O)[nH]2)no1	23%	-4%	-2%	-10%	0%	x	14%	-14%
32	Cc1cc(C)nc(N/N=C/c2ccccc2OCc2ccc(Br)cc2)n1	-10%	12%	-1%	5%	0%	-3%	2%	-3%
33	Cc1ccc2nc3c(cc2c1)c(NS(=O)(=O)c1ccccc1)nn3CC(C)C	-10%	2%	u	1%	0%	2%	-11%	-18%
34	Cc1nccn1CCC(=O)O	0%	5%	8%	8%	-1%	0%	2%	1%
35	O=[N+]([O-])/C(C(Cl)=C(Cl)Cl)=C(/Sc1ccccc1)N1CCCCC1	-2%	u	u	4%	-3%	-15%	5%	22µM*
36	Cc1cc(C(=O)OCC(=O)N2CCN(C(=O)c3ccco3)CC2)c(C)n1-c1ccc(F)cc1	i	u	6%	7%	-4%	-3%	-3%	-4%
37	O=C(Cn1nc(-c2ccccc2)c2ccccc2c1=O)Nc1ccccn1	i	4%	u	1%	4%	x	-22%	-15%
38	Cc1cc(C)nc(N2CCCC(C(=O)Nc3ccc4c(c3)OCO4)C2)n1 (stereo unspecified)	1%	8%	-6%	5%	-1%	x	-3%	1%
39	CC(C)CCn1c(N2CCC(C(N)=O)CC2)nc2c1c(=O)[nH]c(=O)n2C	-7%	-2%	-3%	-6%	-1%	3%	-10%	-5%
40	CC1CCc2c(sc(NC(=O)CCCOc3ccc(C(C)(C)C)cc3)c2C(N)=O)C1 (stereo unspecified)	x	-3%	x	x	5%	x	6%	-8%
41	Cc1cccc2nc(CSC(=N)N)c(Br)n12	-5%	-6%	4%	-4%	-3%	9%	9%	-16%
42	CCNCCNC(=O)c1c(O)c2cccc3c2n(c1=O)CCC3	i	3%	u	-1%	2%	1%	-3%	-4%
43	COCCn1c(SCC(=O)c2[nH]c(C)c(C(C)=O)c2C)nc2ccccc21	-6%	8%	0%	10%	-1%	x	-9%	-14%
44	CC1(C)CC(=O)C=C(NCc2cccs2)C1	0%	0%	-12%	2%	0%	14%	-6%	-1%
45	CCCOC(=O)c1ccc(-n2nnnc2SCC(=O)N2CCCCC2)cc1	-1%	-8%	-1%	7%	-1%	6%	-7%	-8%
46	CCCN(C(=O)c1cc2c(=O)oc3ccccc3c2s1)c1ccc(CC)cc1	x	u	x	x	-2%	x	-1%	u

By substructure: the compounds so far with fluorine.
nr	compound	RECQ1 helicase	Tau fibril FP	JMJD2E inh	GoLoco inh red	TR SRC2 fluor cs	L3MBTL1 inh	TRb-SRC2 inh	Tau ThT inhib
3	Cc1nc2cc(C(=O)NCc3cccnc3)ccc2n1-c1ccc(F)cc1F	-4%	3%	-2%	53%[activator]	7%	x	-5%	-2%
16	O=C(NCc1ccco1)c1cc2n(n1)C(C(F)(F)F)CC(c1ccc(Cl)c(Cl)c1)N2 (stereo unspecified)	-5%	-3%	11%	-7%	-4%	0%	4%	4%
36	Cc1cc(C(=O)OCC(=O)N2CCN(C(=O)c3ccco3)CC2)c(C)n1-c1ccc(F)cc1	i	u	6%	7%	-4%	-3%	-3%	-4%

2 records drawn at random from those above:
nr	compound	RECQ1 helicase	Tau fibril FP	JMJD2E inh	GoLoco inh red	TR SRC2 fluor cs	L3MBTL1 inh	TRb-SRC2 inh	Tau ThT inhib
45	CCCOC(=O)c1ccc(-n2nnnc2SCC(=O)N2CCCCC2)cc1	-1%	-8%	-1%	7%	-1%	6%	-7%	-8%
27	CC(=O)N1c2ccc(S(=O)(=O)NCc3ccccc3Cl)cc2CC1C (stereo unspecified)	x	-5%	x	x	0%	x	3%	-5%

Bioassay records (PubChem BioAssay)
